STK33 kinase inh: inhibitors of purified STK33 kinase, primary screen, biochemical, ADP-Glo luminescence, homogeneous, cell-free; MBP phosphorylation; hit rate 0.073% among 320,000; inhibition, % at 10 µM; Serine/threonine-protein kinase 33 (Homo sapiens), Q9BYT3; AID 2661, 2010;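 active means inhibition at or above 25%, using the most active replicate where run in duplicate; inactive means inhibition below 25%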
Target sequence (Q9BYT3 whole entry, looked up): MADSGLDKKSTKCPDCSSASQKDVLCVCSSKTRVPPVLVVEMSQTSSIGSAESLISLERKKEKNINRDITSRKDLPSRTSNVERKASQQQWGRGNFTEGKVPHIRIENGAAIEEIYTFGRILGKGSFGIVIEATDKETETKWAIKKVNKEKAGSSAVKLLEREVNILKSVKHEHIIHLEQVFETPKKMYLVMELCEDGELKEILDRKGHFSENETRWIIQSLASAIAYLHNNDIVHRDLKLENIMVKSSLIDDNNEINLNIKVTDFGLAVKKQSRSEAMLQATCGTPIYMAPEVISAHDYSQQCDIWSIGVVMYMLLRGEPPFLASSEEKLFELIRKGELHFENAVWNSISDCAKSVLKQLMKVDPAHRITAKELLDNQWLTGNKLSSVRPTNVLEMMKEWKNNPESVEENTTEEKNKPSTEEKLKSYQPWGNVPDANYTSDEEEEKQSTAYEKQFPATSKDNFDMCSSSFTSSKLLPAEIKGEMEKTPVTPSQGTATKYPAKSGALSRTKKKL
Kir21 block: inhibitors of mouse Kir2.1 inward-rectifier potassium channel | Inward rectifier potassium channel 2 (Mus musculus), P35561 | HEK293-Kir2.1, FluxOR thallium flux fluorescence; active compounds read low | B-score at 10 µM | hit rate 0.85% among 310,000;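 active means fluorescence ratio B-score at or below minus 3 SD of library scores, with starting-brightness B-score within 2 SD, cut at about -4.2 in these data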;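 further: channel flux triggered by added potassium and thallium sulfate stimulus; B-score of peak minus minimum fluorescence over baseline after thallium stimulus; more negative B-score means stronger Kir2.1 block with less thallium influx; some compounds called inactive have numbers as strong as hits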
Target sequence (P35561 whole entry, looked up): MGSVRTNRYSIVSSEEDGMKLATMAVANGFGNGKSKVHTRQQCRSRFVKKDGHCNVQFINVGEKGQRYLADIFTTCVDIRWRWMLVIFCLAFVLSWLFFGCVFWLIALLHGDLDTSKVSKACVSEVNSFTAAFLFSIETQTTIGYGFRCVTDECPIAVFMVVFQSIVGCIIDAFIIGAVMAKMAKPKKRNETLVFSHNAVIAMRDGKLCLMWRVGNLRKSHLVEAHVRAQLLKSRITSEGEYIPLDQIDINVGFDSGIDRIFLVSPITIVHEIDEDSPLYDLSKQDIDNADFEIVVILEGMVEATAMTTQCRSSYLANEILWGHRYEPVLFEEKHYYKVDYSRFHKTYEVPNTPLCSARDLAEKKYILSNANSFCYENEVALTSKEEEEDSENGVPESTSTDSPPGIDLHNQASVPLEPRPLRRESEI
Active calls of the source: *; / = no result given. Hits appear at their usual frequency, and some 0.84% of all compounds hit somewhere here.

The opening six compounds (preview)
SMILES | STK33 kinase inh | Kir21 block
CCOc1ccc2[nH]c(C)c(CN(C)C)c(=O)c2c1 | -0.6 | -0.92
C[N+](C)(C)CCCN(Cc1ccc2c(c1)OCO2)C(=O)NC1CCCCC1 | 1.4 | -1.6
C=CCSC1=C(C#N)C(c2ccccc2OCC)C(C#N)C(=O)N1 (stereo not given) | 0.9 | -2.1
Cc1ccc(NC(=O)C(=O)NCc2ccc(/C=C(/C#N)C(=O)NCc3cccnc3)o2)cc1 | -0.8 | -0.19
COc1cccc(C(=O)N/N=C(\C)CC(=O)Nc2ccc(N(C)C)cc2)c1 | -1.0 | 1.4
Cc1cccc(-c2nsc(SCC(=O)NCc3ccco3)n2)c1 | 8.6 | -0.43

The list itself, from the first entry:
SMILES | STK33 kinase inh | Kir21 block
CCOc1ccc2[nH]c(C)c(CN(C)C)c(=O)c2c1 | -0.6 | -0.92
C[N+](C)(C)CCCN(Cc1ccc2c(c1)OCO2)C(=O)NC1CCCCC1 | 1.4 | -1.6
C=CCSC1=C(C#N)C(c2ccccc2OCC)C(C#N)C(=O)N1 (stereo not given) | 0.9 | -2.1
Cc1ccc(NC(=O)C(=O)NCc2ccc(/C=C(/C#N)C(=O)NCc3cccnc3)o2)cc1 | -0.8 | -0.19
COc1cccc(C(=O)N/N=C(\C)CC(=O)Nc2ccc(N(C)C)cc2)c1 | -1.0 | 1.4
Cc1cccc(-c2nsc(SCC(=O)NCc3ccco3)n2)c1 | 8.6 | -0.43
O=C(NCc1cccc(Cl)c1)C1CCN(c2nnc(N3CCCC3=O)s2)CC1 | -2.2 | -0.31
CC1CCCCN1CCCNC(=O)Cn1c(=O)c2cccn2c2ccccc21 (stereo not given) | 0.0 | -0.3
CC(C)CNC(=O)CN(C1CCCCC1)S(C)(=O)=O | -1.1 | 0.49
COc1cc(NC(=O)COc2ccc(-n3cnnn3)cc2)c(OC)cc1Cl | -1.6 | -0.99
C#CCOCCOCCOCCNc1nc(N2CCN(C(=O)CCCCCCCCCCNC(=O)[C@H](CCCCN)n3cc(C)nn3)CC2)nc(N2CCN(C(=O)CCCCCCCCCCNC(=O)[C@H](CCCN=C(N)N)n3cc(C[C@@H](C)CC)nn3)CC2)n1 | 20 | /
Cc1ccc(NC2c3ncccc3C(=O)N2c2ccccc2C)cc1C (stereo not given) | -0.8 | -1.7

Six entries already listed, ordered by their value in Kir21 block, smallest number first.
Structure	STK33 kinase inh	Kir21 block
Cc1ccc(NC2c3ncccc3C(=O)N2c2ccccc2C)cc1C (stereo not given)	-0.8	-1.7
C[N+](C)(C)CCCN(Cc1ccc2c(c1)OCO2)C(=O)NC1CCCCC1	1.4	-1.6
COc1cc(NC(=O)COc2ccc(-n3cnnn3)cc2)c(OC)cc1Cl	-1.6	-0.99
Cc1cccc(-c2nsc(SCC(=O)NCc3ccco3)n2)c1	8.6	-0.43
O=C(NCc1cccc(Cl)c1)C1CCN(c2nnc(N3CCCC3=O)s2)CC1	-2.2	-0.31
CC(C)CNC(=O)CN(C1CCCCC1)S(C)(=O)=O	-1.1	0.49

The listing continues:
SMILES | STK33 kinase inh | Kir21 block
Cc1ccc(C)c(OCc2nc3ccccc3[nH]2)c1 | 1.4 | 2.1
COc1cc(C#N)ccc1OCC(=O)NCCC1=CCCCC1 | 1.2 | /
NNc1nc(N)c2c(n1)-c1ccccc1CC21CCCC1 | 16 | -2.4
O=C(NCCO)c1cc2c(s1)CCC2 | -1.9 | -0.1
C#CCOCCOCCOCCNc1nc(N2CCN(C(=O)CCCCCCCCCCNC(=O)[C@H]([C@@H](C)CC)n3cc(CCCCCN)nn3)CC2)nc(N2CCN(C(=O)CCCCCCCCCCNC(=O)[C@H]([C@@H](C)CC)n3cc(CCCCN=C(N)N)nn3)CC2)n1 | 21 | /
Cc1sc2nc(CSc3n[nH]c(N)n3)[nH]c(=O)c2c1C | 3.0 | 0.54
CC(=O)c1cccc(NC(=O)c2cc(=O)[nH]c3ccc(S(=O)(=O)N4CCOCC4)cc23)c1 | -0.6 | /
CCOC(=O)c1ccccc1NC1CC(=O)N(c2ccccc2C)C1=O (stereo not given) | 0.0 | -0.06
CCN(Cc1ccccc1)C(=O)c1ccc(CS(=O)c2ccccc2C)o1 (stereo not given) | -0.6 | -0.83
Cc1cc(C(=O)CSc2ncn[nH]2)c(C)n1-c1cccc(S(=O)(=O)N2CCOCC2)c1 | -2.3 | 1.2
O=C(O)c1ccccc1C(=O)NNC(=O)C(c1ccccc1)c1ccccc1 | -1.5 | 0.3
CCOc1ccc(NC(=S)Nc2ccc(Br)cc2Cl)cc1 | -0.6 | 0.87
COc1ccccc1-n1c(C)cc(/C=C2\C(=N)N3N=C(CC(=O)N4CCOCC4)SC3=NC2=O)c1C | -0.1 | 1.2
Nc1ccc(-c2nc3ccccc3o2)cc1 | 0.1 | -0.17
COc1ccccc1NC(=O)COC(=O)c1c(C)nn(-c2ccccc2)c1C | -0.4 | /
C#CCn1c(O)c(N=NC(=O)C(O)c2ccccc2)c2ccccc21 (stereo not given) | -0.3 | -0.61
COc1ccc(S(=O)(=O)N2CCN(C(=O)NC3CCCCC3)CC2)cc1 | -0.6 | 0.05
CC(C)C[C@H]1CN=C(Nc2ccccc2)N1CC1CCC1 | -1.0 | -0.14
COc1ccc(CNC2=CC(=O)CC(C)(C)C2)cc1 | -0.4 | -0.46
COc1ccc(C(C(=O)NCC2CCCO2)N(C(=O)Cn2nnc3ccccc32)c2ccc(NC(C)=O)cc2)cc1 (stereo not given) | -0.2 | 1.9
CC(=O)NC1=NN(C(C)=O)C2(S1)C(=O)N(CC(C)C)c1ccc(C)cc12 (stereo not given) | 0.3 | 0.45
O=S(=O)(NCC1CCCO1)c1ccc(Cl)c(C(F)(F)F)c1 (stereo not given) | 0.6 | 1.2
COc1ccc(N(C)S(=O)(=O)c2cccc(C(=O)NCC3CCCCC3)c2)cc1 | / | 2
CC1(c2ccccc2)NC(=O)N(CC(=O)NNC(=O)c2ccccc2)C1=O (stereo not given) | -1.8 | 0.62
COc1ccc(Cc2nnc(NC(=O)Nc3ccccc3F)s2)cc1OC | -0.4 | -1.1
CC(C)=CC(=O)N1CCCC(N2CCN(c3ccccc3C)CC2)C1 (stereo not given) | -0.3 | 0.9
OC(COCc1cccs1)CN1CCN(c2cccc(Cl)c2)CC1 (stereo not given) | -2.0 | 1.5
Nc1nnc(SCC(=O)OCc2ccccc2)s1 | -2.4 | -1.1
COc1ccc(NC(=O)CSc2ncnc3c2sc2ccccc23)c(OC)c1 | -0.9 | 1.2
CCOC(=O)C1(Cc2ccccc2C)CCCN(S(=O)(=O)c2cccnc2)C1 (stereo not given) | 0.1 | 0.02
COC(=O)C1(C)CN(S(=O)(=O)c2ccc(C)cc2)c2cc(OC)ccc2C1=O (stereo not given) | 0.3 | -1.3
Cc1cc(C(C)(C)C)c(O)c(C(C)(C)C)c1 | -0.9 | -0.25
NC(=O)CSc1nnc(-c2ccoc2)o1 | -2.3 | -0.36
O=C(NCc1ccccc1)C(c1cccnc1)N(C(=O)c1csnn1)c1ccc(F)cc1 (stereo not given) | -0.5 | 1.4
Cc1ccc(C)c(OCc2n[nH]c(=S)o2)c1 | -0.6 | 0.11
COC(=O)c1cccc(Oc2cccc(C(F)(F)F)c2)n1 | -0.4 | 2.2
N#CC1=C(N)OC(c2ccccc2)=C(C#N)C1c1ccc2c(c1)OCO2 (stereo not given) | 4.5 | 0
CC1=NN(c2ccccc2)C(=O)/C1=C\c1ccc(Br)s1 | -1.6 | 0.78
C#CCOCCOCCOCCNc1nc(N2CCN(C(=O)[C@H](CCCCN)n3cc([C@@H](N)[C@H](C)CC)nn3)CC2)nc(N2CCN(C(=O)[C@H](CCCCN)n3cc([C@@H](N)CC(N)=O)nn3)CC2)n1 | -0.4 | /
COc1ccc(C2C(C(=O)O)CC(=O)N2C2CCCCC2)cc1 (stereo not given) | -2.7 | 0
O=C(CCc1nnc2ccc(NCc3ccccc3Cl)nn12)NC1CCCCC1 | 0.0 | -1.3
CC(CN1CCOCC1)c1ccccc1 (stereo not given) | -0.6 | 0.56
C=CCN1C(=O)CSC1=Nc1ccc(C(=O)O)cc1 | -0.5 | -0.14
CC(C)(C)Nc1ncnc2c1cnn2-c1ccccc1 | 0.7 | -0.52
COc1ccc(S(=O)(=O)N2CCN(C(=O)c3cc(-c4ccccc4OC)n[nH]3)CC2)cc1 | 0.2 | 1.5
C=CCn1c(CNS(=O)(=O)c2ccc(Br)cc2)n[nH]c1=S | -1.9 | -2.1
COc1ccc(NC(=S)NC(NC(=O)c2cccc(C)c2)C(Cl)(Cl)Cl)c([N+](=O)[O-])c1 (stereo not given) | 0.0 | /
Cn1c(=O)oc2cc(S(=O)(=O)N3CCCC(C(=O)NCc4cccs4)C3)ccc21 (stereo not given) | -1.4 | -0.4
O=C(CSc1nc2ccsc2c(=O)n1CC1CCC(C(=O)O)CC1)NCCc1ccc(Cl)cc1 (stereo not given) | -2.0 | 1.2
CC1CCCN(CC(O)CN)C1 (stereo not given) | 0.7 | -0.02
Cc1cc(C(=O)Nc2ccncc2)ccc1[N+](=O)[O-] | 2.5 | -0.4
CCOC(=O)N1CCN(C(=O)Nc2cccc(Cl)c2)CC1 | -0.4 | -0.78
CCC(C)c1ccccc1OCCCNC1CCCC1 (stereo not given) | 1.6 | -5.9*
N#Cc1nc(-c2ccccc2Cl)oc1N1CCN(C(=O)c2ccco2)CC1 | -1.2 | -1
O=C(Cc1cccs1)Nc1ccc(-c2nc3ccccc3[nH]2)cc1 | 0.5 | 0.37
CCCn1c(SCC(=O)Nc2cc(Cl)ccc2OC)nc(O)cc1=O | 0.6 | /
CCn1cc(C(=O)N(CCC(C)C)c2c(N)n(Cc3ccccc3)c(=O)[nH]c2=O)c(=O)c2ccc(C)nc21 | -2.0 | -0.76
CCc1ccc(NC(=O)c2cc(CC(C)C)on2)cc1 | 0.0 | -1
COC(=O)c1cccc(C23CC4(C2)[C@H](CN(Cc2cccnc2)[C@@H]4c2ccccc2)C3c2ccccc2)c1 (stereo not given in full) | 0.9 | 3.1
Cn1c(=O)c2c(O)cc(=O)[nH]c2n(-c2ccccc2)c1=O | -1.1 | 0.6
Remaining list, next part
SMILES | STK33 kinase inh | Kir21 block
CC(C)Oc1ccccc1C(=O)NC(CO)C(=O)O (stereo not given) | 0.7 | -0.1
Cc1ccccc1-n1nnnc1SCC(=O)NCC1CCCO1 (stereo not given) | -0.3 | 0.6
C=CCOc1c(Br)cc(CNc2ccc(NC(=O)C(C)C)cc2)cc1OCC | 1.0 | -0.52
Cc1nc2ccccc2n1CCC(=O)O | -0.3 | 1
Cc1cc(C)n2nc(C(=O)N/N=C/c3ccc(Cl)cc3)nc2n1 | -0.7 | 0.26
Cc1cccc(N=C2NN=C(c3c[nH]c4ccccc34)CS2)c1 | -1.7 | 0
COc1ccc(C(=O)N2CCc3cc(OC)c(OC)cc3C2c2cccc([N+](=O)[O-])c2)cc1OC (stereo not given) | -1.0 | 0.05
COc1ccccc1NS(=O)(=O)c1cccc2nsnc12 | 1.3 | -0.6
CC(C)(C)CC(=O)NC(=S)N1CCCCCC1 | -0.1 | 1.8
Cc1sc2ncnc(Sc3ccccc3C(=O)O)c2c1C | 0.5 | -3
CCCn1c(SCC(=O)Nc2ccccc2N2CCCCC2)nc2c1c(=O)n(C)c(=O)n2C | -1.1 | 0.36
COc1cccc(C2Nc3cccc4cccc(c34)N2)c1 | 2.0 | 1.8
Cc1c(NC(=O)c2ccc(F)c(S(=O)(=O)N3CCOCC3)c2)c(=O)n(-c2ccccc2)n1C | -1.1 | -0.3
COc1ccc(C2(C)NC(=O)N(CC(=O)Nc3cccnc3Cl)C2=O)cc1 (stereo not given) | -1.2 | 0.1
CN(C)c1cccc(C(=O)Nc2ccc3nc4n(c(=O)c3c2)CCCCC4)c1 | 0.8 | -0.77
Cc1cccc2[nH]c(SCC(=O)O)nc12 | -1.6 | -0.39
CCc1nnc(NC(=O)CSc2nc3ccccc3o2)s1 | 0.0 | 0
COCCNC(=O)c1c(CS(=O)(=O)c2ccccc2)noc1C(=O)NCc1ccccc1 | 0.0 | -2.2
C/C(=N/NC(=O)CN(c1ccccc1)S(=O)(=O)c1ccccc1)c1ccccc1O | 8.1 | -0.05
COc1cccc(N=CC=C2OC(C)(C)C(C)(C)O2)c1 | 1.8 | -1.6
COC(=O)Nc1nnc(CCc2ccccc2)s1 | 1.3 | 0.52
COc1ccccc1C(=O)Nc1ccc2oc(-c3ccc(F)cc3)nc2c1 | -1.6 | 1.6
CCCn1c(N)c(C(=O)CN(C)CC(=O)Nc2c(Cl)cccc2Cl)c(=O)[nH]c1=O | 0.6 | /
N#CC(c1ccc(Cl)nn1)c1ccc(Cl)cc1Cl (stereo not given) | -1.4 | 0.85
CCC(C)c1ccc2oc(-c3ccc(NC(=O)Cn4cnc5c(=O)n(C)c(=O)n(C)c54)cc3)nc2c1 (stereo not given) | -1.7 | -0.01
O=[N+]([O-])c1ccc2[nH]c3nc4ccccc4nc3c2c1 | -0.8 | 0.2
CC(C)C1N(C(=O)CN2CCCC2)CCN1S(=O)(=O)c1ccccc1 (stereo not given) | 1.6 | 0
CCCSc1nnc(Nc2ccccc2C)s1 | -0.4 | -0.06
Nc1ccc(CCc2ccc(N)cc2)cc1 | -2.4 | -0.16
O=C(CCS(=O)(=O)c1ccccc1)Nc1ccccc1N1CCOCC1 | -0.5 | 2.3
Cc1cc(C)c2c(N)c(C(=O)Nc3ncc(C)s3)sc2n1 | 1.0 | /
O=C(N/N=C1/CCCc2ccccc21)C(c1ccccc1)c1ccccc1 | 0.8 | -0.13
Cc1c(C(=O)N(C)c2cccc(Cl)c2)cnn1-c1ccccc1 | -0.4 | 1.6

Assay outcomes as filed in PubChem.
